AMA1-RON2 inh: disrupts binding of P. falciparum AMA1 to RON2; AID 720542; hit rate 0.2% among 360,000; Potency, µM (titrated, usually from 58.2 µM), for inactives: at the top dose activity change, negative = inhibition, usual class: inhibitors; AlphaScreen AMA1-biotinylated RON2 peptide binding;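 note: potency is the fitted concentration of half-maximal effect; 0% = vehicle wells and -100% = peptide control; nearly all actives have a fitted effect of over 45% in size; some results filed as inactive show a strong effect at the top dose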
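AMA1 (3D7) with his tag at 25 nM final met compounds first, then biotinylated RON2 peptide at 25 nM; detection used donor plus acceptor beads, 10 µg/mL apiece, read by AlphaScreen after 30 min at room temperature.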
HCMV antiviral: inhibitors of human cytomegalovirus; AID 1259415; activity change, negative = inhibition, % at 57.5 µM; HFF cells, HCMV-luciferase reporter, 72 h; hits give low values; hit rate 4.5% among 410,000; in the data active = activity change below about -60%; inconclusive = no clear call, values can overlap the other calls; inactive = above about -39%
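Steps: HFFs plated, 16 h 37C; compounds added; HCMV-luciferase added to MOI 1 PFU/cell; 72 h 37C; OneGlo reagent, 5 min room temperature; luminescence read, normalized to controls.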
Sm TGR block: blocks Schistosoma mansoni thioredoxin glutathione reductase; Potency, µM (series often up to 114 µM), without a hit: at the top dose activity change, negative = inhibition, actives largely listed as inhibitors; Q962Y6; hit rate 3% among 360,000; AID 485364; purified TGR, DTNB reduction, TNB absorbance 405 nm; note: potency is the fitted concentration of half-maximal effect; nearly all actives have a fitted effect of over 60% in size
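TGR 20 nM + NADPH 100 uM (dispensed conc.), cpd preinc 15 min RT; start with NADPH (500 uM addition) then DTNB (15 mM addition). Kinetic TNB absorbance, 405 nm filter. Four-parameter Hill fit across titration.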
AmpC detergent: AmpC beta-lactamase inhibition with detergent present; P00811; AmpC hydrolysis of nitrocefin, absorbance 480 nm, 0.01% Triton; Potency, µM (top dose mostly 114 µM), for the others: at the top dose activity change, negative = inhibition, most hits filed as inhibitors; hit rate 0.041% among 370,000;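 note: potency is the fitted concentration of half-maximal effect; 0% = no-compound wells and -100% = no-enzyme wells; nearly all actives have a fitted effect of over 25% in size; some results filed as inactive show a strong effect at the top dose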
Target sequence (P00811 whole entry, looked up): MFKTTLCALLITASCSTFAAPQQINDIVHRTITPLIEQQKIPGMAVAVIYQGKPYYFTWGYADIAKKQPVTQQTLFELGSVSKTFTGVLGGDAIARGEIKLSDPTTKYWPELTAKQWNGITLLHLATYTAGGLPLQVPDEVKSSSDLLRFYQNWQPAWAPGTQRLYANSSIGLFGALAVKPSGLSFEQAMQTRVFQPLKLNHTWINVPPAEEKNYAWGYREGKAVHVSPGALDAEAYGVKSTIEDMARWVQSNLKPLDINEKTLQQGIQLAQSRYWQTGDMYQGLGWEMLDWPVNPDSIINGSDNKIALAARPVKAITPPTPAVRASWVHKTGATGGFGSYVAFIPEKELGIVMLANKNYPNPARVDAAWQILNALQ
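20 mM phosphate pH 7.0 + 0.01% (detergent screen) or 0.0001% Triton X-100; 5.3 nM AmpC reagent; cpd preinc 15 min RT; nitrocefin (800 uM stock) to start; A480 q20 s × 4 min; Activity was normalised to no-enzyme and no-compound control wells.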
AmpC no deterg: blocks E. coli AmpC beta-lactamase in detergent-free assay; P00811; AmpC nitrocefin hydrolysis, absorbance 480 nm, 0.0001% Triton; Potency, µM (titrated, usually from 57.1 µM), for inactives: at the top dose activity change, negative = inhibition, usual class: inhibitors; hit rate 0.52% among 330,000;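 note: potency is the fitted concentration of half-maximal effect; plate controls were no compound for no effect and no enzyme for full effect; nearly all actives have a fitted effect of over 20% in size; some results filed as inactive show a strong effect at the top dose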
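20 mM phosphate pH 7.0 + 0.01% (detergent screen) or 0.0001% Triton X-100; 5.3 nM AmpC reagent; cpd preinc 15 min RT; nitrocefin (800 uM stock) to start; A480 q20 s × 4 min; Activity was normalised to no-enzyme and no-compound control wells.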
Giardia FBPA inh: Giardia lamblia aldolase inhibition | A8B2U2 | purified Giardia FBPA | Potency, µM (highest dose often 59.6 µM), inactives show top-dose activity, negative = inhibition, usual class: inhibitors | hit rate 0.71% among 290,000; note: potency is the fitted concentration of half-maximal effect; nearly all actives have a fitted effect of over 55% in size
Target sequence (A8B2U2 whole entry, looked up): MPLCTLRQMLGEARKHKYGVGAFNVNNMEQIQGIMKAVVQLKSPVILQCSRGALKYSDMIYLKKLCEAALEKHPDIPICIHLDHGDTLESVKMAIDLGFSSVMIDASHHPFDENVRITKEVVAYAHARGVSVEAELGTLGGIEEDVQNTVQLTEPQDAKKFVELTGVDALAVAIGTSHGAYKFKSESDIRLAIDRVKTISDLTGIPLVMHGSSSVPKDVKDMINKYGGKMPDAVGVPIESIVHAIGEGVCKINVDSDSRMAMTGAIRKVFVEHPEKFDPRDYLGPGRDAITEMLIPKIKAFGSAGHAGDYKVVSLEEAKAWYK
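40 nM FBPA preincubated 10 min at RT with compound (up to 57.5 uM final), then substrate plus GAPDH/TPI/NAD/arsenate coupling and diaphorase/resazurin added. Fluorescence read after 20 min at RT, 525/598 nm.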
* hit, by the source's call; ? = inconclusive; · = not tested or not shown; [ ] = another dose, or the depositor's remark. Unless noted, calls come from the whole dose curve; as a rule, active = well fitted curve in the direction sought with a large enough effect; inconclusive = small, poorly fitted or top-dose-only effect, or another doubt; inactive = no such curve, though single readings can be large; an effect the other way counts as inactive or inconclusive. Unless noted, % is set by controls: 0 for no effect and ±100 for the full control effect.

SMILES	AMA1-RON2 inh	HCMV antiviral	Sm TGR block	AmpC detergent	AmpC no deterg	Giardia FBPA inh
COc1ccc(NC(=O)CN(C)C(=O)C(C)N2C(=O)c3ccccc3C2=O)cc1 (stereo unspecified)	-7%	-16	0%	?	-10%	·
C=CCn1c(SCC(=O)NCCCC(=O)OCC)nc2scc(-c3ccco3)c2c1=O	16%	-12	11%	-11%	-1%[11.4 µM]	5%
O=C(O)c1ccc(N2C(=O)C3ON(c4ccccc4)C(c4ccccc4F)C3C2=O)cc1 (stereo unspecified)	-3%	7	83%[activator][11.4 µM]	0%	-22%	20%
CC(C)(O)C#Cc1ccc(C(=O)NCCc2ccc(S(N)(=O)=O)cc2)cc1	-4%	?	-2%	-7%	0%	10%
Cc1ccc(/C(N)=N/OC(=O)N2CCOCC2)cc1	11%	-85*	19%	-2%	-13%	7%
COc1ccc(Cl)cc1N1C(=O)c2cccnc2C1=O	7%	·	1%	?	-1%	4%
CN(Cc1ccccc1)C(=O)CC(c1ccccc1)c1cc(Cl)ccc1O (stereo unspecified)	0%	-30	9%	-7%	-35%	-2%
O=C(Cn1cnc2c(cnn2-c2ccc(Cl)cc2)c1=O)NCC1CCCO1 (stereo unspecified)	1%	-27	-5%	-13%	-18%	6%
O=C(COC(=O)c1cc2c(s1)CCCC2)Nc1ccc(Cl)cn1	-9%	2	-4%	-3%	-11%	5%
Cc1ccccc1CSc1ccc(S(=O)(=O)N2CCCC2)cn1	-2%	-6	·	·	-6%	·
Cc1ccc(C(=O)CC(C(=O)O)n2cccn2)cc1 (stereo unspecified)	3%	2	-31%	-8%	-11%	-6%
C=CCSC1=N/C(=C\c2cc(OCC)c(OC(C)=O)c([N+](=O)[O-])c2)C(=O)S1	-6%	26	-23%	-2%	-35%	?
O=C1C(=O)N(Cc2ccco2)C(c2cccs2)/C1=C(\O)c1cccc([N+](=O)[O-])c1 (stereo unspecified)	-8%	0	0%	2%	-36%	-11%
O=[N+]([O-])c1cc(-c2nc(-c3ccccc3)no2)ccc1N1CCN(c2ccccc2)CC1	·	8	-3%	?	·	·
COC(=O)c1sc2cccc(F)c2c1S(=O)(=O)N1CCN(c2ccc(C)cc2C)CC1	·	4	5%	-3%	·	·
COc1cccc(CN(C)C(=O)C(CCSC)NS(=O)(=O)c2ccc3c(c2)OCCO3)c1OC (stereo unspecified)	0%	-20	9%	10%	44%	·
Cn1c(=O)[nH]c(=O)c2c1nc(SCC(=O)O)n2Cc1ccccc1	-1%	24	-25%	4%	-14%	14µM*
Cc1csc2nc(O)c(C(=O)NCc3ccc4c(c3)OCO4)c(=O)n12	22%	-26	-11%	?	-5%	·
O=C(COC(=O)CN1C(=O)c2ccccc2C1=O)Nc1ccc(S(=O)(=O)N2CCCC2)cc1	-10%	31	-31%	?	-21%	1%
CCCN(CC(=O)Nc1cc(Cl)cc(Cl)c1)CC(=O)Nc1ccc(F)c(F)c1F	77%[activator]	-87*	-1%	3%	-34%	-9%
CCCCOC(=O)Nc1ccccc1C(N)=O	-4%	19	15%	-12%	-17%	3%
C#CCOCCOCCOCCNc1nc(N2CCN(C(=O)CCCCCCCCCCNC(=O)[C@H]([C@@H](C)CC)n3cc(CCCCCN)nn3)CC2)nc(N2CCN(C(=O)CCCCCCCCCCNC(=O)[C@@H]([C@H](C)O)n3cc(C)nn3)CC2)n1	-18%	·	-29%	12%	295%[activator]	·
CCc1cccc2c(C(=O)CN3C(=O)NC(C)(c4cccc5ccccc45)C3=O)c[nH]c12 (stereo unspecified)	-6%	54	-6%	-2%	0%	-11%
Cc1nn(-c2ccccc2)c(Cl)c1/C=C/C(=O)c1ccccc1	-16%	·	0%	?	-18%	-1%
COc1cccc(CCNC(=O)CC2C(=O)NCCN2Cc2ccc(Cl)c(F)c2)c1 (stereo unspecified)	19%	-25	·	-9%	49%	-16%
Cc1ccc2nc3c(cc2c1)CC1(C(=O)N(C)C(=O)N(C)C1=O)C1CCCCN31 (stereo unspecified)	19%	84	7%	-3%	85%[activator]	-8%
CCOc1ccc(C2C(C(=O)c3ccco3)=C(O)C(=O)N2Cc2cccnc2)cc1 (stereo unspecified)	3%	24	0%	4%	-10%	-2%
CCOC(=O)c1sc(-c2ccc(F)cc2)cc1N	16%	34	6%	2%	-14%	-8%
CC(=O)c1cccc(NC(=O)Cn2nc(C)n3cccc3c2=O)c1	·	6	-13%	-4%	·	·
COc1cccc(C(c2c(NC(=O)c3ccccc3)sc(C)c2C)N2CCN(C)CC2)c1 (stereo unspecified)	10%[2.32 µM]	-36	-2%	0%	1%	15%
O=C(Nc1ncccc1O)c1cccc(S(=O)(=O)N2CCCC2)c1	34%[activator]	-16	-2%	?	-22%	·
Cc1ccc(-c2c(C(=O)N/N=C/c3ccc(OC(C)C)cc3)nnn2-c2nonc2N)cc1	17%	-33	-1%	1%	-33%	·
Cc1nnc(-c2cccc(Br)c2)c2cn(-c3ccccc3)nc12	-16%	10	5%	-11%	-18%	-2%
CC1=C(C(=O)OCC(C)C)C(c2ccsc2)C2=C(CCCC2=O)N1 (stereo unspecified)	3%	-78*	5%	-1%	-14%	1%
CN(C)c1ccccc1C(=O)N1CCCC(C(=O)c2ccc3ccccc3c2)C1 (stereo unspecified)	-28%	-26	5%	11%	126%[activator]	-6%
N#Cc1nc(-c2ccc(OCc3ccccc3)cc2)oc1NCc1cccnc1	?	?	6%	-11%	-2%	-1%
O=C(Nc1cccc(NC(=O)c2cccs2)c1)c1ccc2c(c1)OCCO2	-6%	62	-7%	-4%	7.1µM*	-8%
CCOC(=O)N1CCC(N2C(=O)c3ccc(C(=O)O)cc3C2=O)CC1	-5%	9	?	?	-27%	11%
CCOC(=O)CNc1nc(C#N)nc(N2CCOCC2)n1	6%	8	-27%	3%	-5%	8%
Cc1ccc2nc3c(c(Nc4cccc(O)c4)c2c1)CCC3	-6%	12	1%	-2%	-48%	-13%

Shown with two lines to a compound: 10 of the compounds above.
Values run as follows: AMA1-RON2 inh, HCMV antiviral, Sm TGR block, AmpC detergent, AmpC no deterg, Giardia FBPA inh
> CCOC(=O)c1sc(-c2ccc(F)cc2)cc1N
 : 16%, 34, 6%, 2%, -14%, -8%
> CC(=O)c1cccc(NC(=O)Cn2nc(C)n3cccc3c2=O)c1
 : ·, 6, -13%, -4%, ·, ·
> COc1cccc(C(c2c(NC(=O)c3ccccc3)sc(C)c2C)N2CCN(C)CC2)c1 (stereo unspecified)
 : 10%[2.32 µM], -36, -2%, 0%, 1%, 15%
> O=C(Nc1ncccc1O)c1cccc(S(=O)(=O)N2CCCC2)c1
 : 34%[activator], -16, -2%, ?, -22%, ·
> Cc1ccc(-c2c(C(=O)N/N=C/c3ccc(OC(C)C)cc3)nnn2-c2nonc2N)cc1
 : 17%, -33, -1%, 1%, -33%, ·
> Cc1nnc(-c2cccc(Br)c2)c2cn(-c3ccccc3)nc12
 : -16%, 10, 5%, -11%, -18%, -2%
> CC1=C(C(=O)OCC(C)C)C(c2ccsc2)C2=C(CCCC2=O)N1 (stereo unspecified)
 : 3%, -78*, 5%, -1%, -14%, 1%
> CN(C)c1ccccc1C(=O)N1CCCC(C(=O)c2ccc3ccccc3c2)C1 (stereo unspecified)
 : -28%, -26, 5%, 11%, 126%[activator], -6%
> N#Cc1nc(-c2ccc(OCc3ccccc3)cc2)oc1NCc1cccnc1
 : ?, ?, 6%, -11%, -2%, -1%
> O=C(Nc1cccc(NC(=O)c2cccs2)c1)c1ccc2c(c1)OCCO2
 : -6%, 62, -7%, -4%, 7.1µM*, -8%

Additional results.
SMILES	AMA1-RON2 inh	HCMV antiviral	Sm TGR block	AmpC detergent	AmpC no deterg	Giardia FBPA inh
CCCC(=O)N(CCN(Cc1ccccc1)C(=O)CCC)Cc1ccccc1	3%	42	0%	?	71%[activator]	0%
O=C(O)CCNc1nc(-c2ccccc2)c2cc(Br)ccc2n1	16%	15	0%	-4%	-14%	16%
CCn1c(SC)nc2c([nH]c3ccccc32)c1=O	·	115	2%	3%	·	·
C/C(=N\NC(=O)c1cccc(S(=O)(=O)Nc2ccccc2Cl)c1)c1ccco1	41%[activator]	12	-10%	?	-55%	2%
O=C(COc1ccccc1)NC1CC(=O)N(c2ccc3c(c2)OCCO3)C1 (stereo unspecified)	·	9	-1%	-1%	·	·
CC(C)c1ccc(NC(=S)NCCc2c[nH]c3ccccc23)cc1	-1%	11	-8%	?	-45%	-2%
COc1ccc(S(=O)(=O)n2nc(C)c(S(=O)(=O)N3CCOCC3)c2C)cc1OC	·	·	-4%	-6%	29%	-2%
O=C(CCn1nnc2ccccc21)NNC(=O)C1CCCCC1	54%[activator]	-30	-3%	-15%	-19%	5%
CC(OC(=O)CN(C)S(=O)(=O)c1ccc(Cl)cc1)C(=O)Nc1cccc(Cl)c1 (stereo unspecified)	38%[activator]	-12	7%	2%	2%	-2%
COc1ccc(N2CCN(c3nc4ccccn4c(=O)c3/C=C(\C#N)S(=O)(=O)c3ccccc3)CC2)cc1	-10%	-28	-8%	?	-22%	7%

Full records as entered above.
`COc1ccc(S(=O)(=O)n2nc(C)c(S(=O)(=O)N3CCOCC3)c2C)cc1OC` as listed: AMA1-RON2 inh = ·; HCMV antiviral = ·; Sm TGR block = -4%; AmpC detergent = -6%; AmpC no deterg = 29%; Giardia FBPA inh = -2%
`CC(OC(=O)CN(C)S(=O)(=O)c1ccc(Cl)cc1)C(=O)Nc1cccc(Cl)c1` (stereo unspecified) as listed: AMA1-RON2 inh = 38%[activator]; HCMV antiviral = -12; Sm TGR block = 7%; AmpC detergent = 2%; AmpC no deterg = 2%; Giardia FBPA inh = -2%

(further entries)
SMILES	AMA1-RON2 inh	HCMV antiviral	Sm TGR block	AmpC detergent	AmpC no deterg	Giardia FBPA inh
Cc1cccc(-c2noc(CCc3ccccc3)n2)c1	112%[activator]	-23	4%	-7%	-24%	-2%
CCN(CC)S(=O)(=O)c1ccc(Cl)c(C(=O)Nc2nncs2)c1	-2%	31	-2%	2%	-3%	7%
COC(=O)c1cc(NC(=O)CCc2c(C)nc3ncnn3c2C)cc(C(=O)OC)c1	7%	40	9%	-14%	-14%	6%
Cc1ncc(CN2CCCC(C(=O)Nc3ccc(-c4cccc(F)c4)cc3)C2)cn1 (stereo unspecified)	-5%	-21	4%	-2%	219%[activator]	-7%
C=CCn1c(=N)c(S(=O)(=O)c2ccc(C)c(C)c2)cc2c(=O)n3ccccc3nc21	-3%	-30	-1%	-12%	-23%	0%
Cc1noc(-c2ccc(-c3noc(-c4ccc(C(F)(F)F)cc4)n3)cc2)n1	·	14	6%	-8%	·	·
COc1ccc(C)cc1N(CC(=O)Nc1ccc2c(c1)OCCO2)S(C)(=O)=O	9%	-24	·	-1%	-4%	4%
CC(=O)C1C(c2ccccc2Cl)NC(=O)NC1(O)C(F)(F)F (stereo unspecified)	9%	-3	0%	-12%	-10%	1%
O=C(CCCOc1ccccc1)Nc1ccccc1C(F)(F)F	0%	-21	0%	?	-15%	1%
NC(=O)C1CCN(C(=O)CSc2ncccn2)CC1	5%	?	0%	7%	-18%	2%
